GRK2 inh: blocks RNA aptamer binding to human GRK2; inhibition of aptamer binding, % at 10 µM; AID 488847; hit rate 0.59% among 330,000; bead flow cytometry, FAM-aptamer displacement from GRK2; P25098;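 active = inhibition of aptamer binding above 40%, roughly 3 SD of noise, on plates passing a quality check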;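 note: median bead fluorescence of bound FAM aptamer so fluorescent compounds give negative values; no value below 0 was filed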
GLD-1 RNA inh: GLD-1-TGE RNA interaction inhibition (C. elegans). Q17339. purified GLD-1 + fluorescein TGE RNA, fluorescence polarization. inhibition, % at 5.96 µM. hit rate 0.44% among 320,000. AID 2280;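 active = percent inhibition above a per-plate cutoff, the plate mean of test compounds plus 3 SD, cut at about 30% in these data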;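 note: 0% = DMSO wells with GLD-1 and probe and 100% = wells lacking GLD-1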
Target sequence (Q17339 whole entry, looked up): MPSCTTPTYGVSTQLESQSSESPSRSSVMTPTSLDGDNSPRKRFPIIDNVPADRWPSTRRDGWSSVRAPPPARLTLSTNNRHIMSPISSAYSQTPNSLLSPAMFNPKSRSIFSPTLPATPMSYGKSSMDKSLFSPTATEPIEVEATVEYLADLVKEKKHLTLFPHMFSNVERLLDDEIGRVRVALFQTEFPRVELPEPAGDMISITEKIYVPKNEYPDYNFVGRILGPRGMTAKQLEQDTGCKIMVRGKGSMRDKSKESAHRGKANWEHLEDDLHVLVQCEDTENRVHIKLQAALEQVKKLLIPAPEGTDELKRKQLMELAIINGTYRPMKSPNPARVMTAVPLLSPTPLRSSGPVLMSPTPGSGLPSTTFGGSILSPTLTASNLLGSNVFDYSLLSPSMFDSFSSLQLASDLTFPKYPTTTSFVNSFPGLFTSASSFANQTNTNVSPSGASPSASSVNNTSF
BCLXL inh: blocks human Bcl-xL binding to Bim BH3 peptide; Q07817; GST-Bcl-xL / FITC-Bim BH3 peptide fluorescence polarization; inhibition, % at 10.9 µM; hit rate 0.7% among 320,000;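 active = inhibition above the mean of all tested compounds plus 3 SD, cutoff set per campaign, cut at about 30% in these data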;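 note: 0% = DMSO wells and 100% = unlabeled Bim-BH3 peptide competitor; inhibitors lower millipolarization by displacing the labeled peptide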
Target sequence (Q07817 whole entry, looked up): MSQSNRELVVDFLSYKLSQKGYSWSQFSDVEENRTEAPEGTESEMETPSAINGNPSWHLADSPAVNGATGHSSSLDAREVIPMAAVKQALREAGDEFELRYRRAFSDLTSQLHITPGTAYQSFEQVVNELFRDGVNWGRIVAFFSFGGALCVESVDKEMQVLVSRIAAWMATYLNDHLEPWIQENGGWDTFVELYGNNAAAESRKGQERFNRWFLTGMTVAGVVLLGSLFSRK
VLA-4 inh: inhibition in a human VLA-4 binding assay. P13612. VLA-4 expressing cells, ligand binding flow cytometry. inhibition, % (about 7 µM as worked out from the volumes in the protocol). hit rate 0.2% among 330,000; in the data active = inhibition above about 50%
CR mimetic SO: yeast age-related superoxide inhibition as caloric restriction mimetic | S. cerevisiae aged cells, superoxide DHE fluorescence; stronger effect = lower value | superoxide response (% of plate mean), % at 10 µM | hit rate 0.18% among 330,000;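 active = superoxide response under a set limit, about three screen SD below normal, cut at about 65% in these data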;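 note: yeast aged for seven days with compound at 30 °C before DHE staining; 100% = average MFI of all compound-treated wells on the plate with controls excluded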
MEX-5 binding: C. elegans MEX-5 TCR-2 RNA binding activity; Q9XUB2; MEX-5/FITC-TCR2 RNA binding, fluorescence polarization; stronger effect = lower value; activity score (negative = inhibition of binding), % at 10 µM; hit rate 0.38% among 300,000;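 active = inhibition past about -25% in most replicates, and total fluorescence under double the plate's negative control median, limit read from the data; inconclusive = replicates evenly split on the limit, or fluorescence at least double controls; inactive = too little inhibition in most replicates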;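 note: 0% = DMSO and -100% = 5 µM competing unlabeled TCR2 RNA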
CIT2 TOR yeast: yeast TOR pathway CIT2-GFP modulation | S. cerevisiae CIT2-GFP strain, flow cytometry, 3 h; 100 means same as DMSO wells | GFP response vs DMSO, % at 10 µM | hit rate 0.065% among 320,000;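 active = GFP response relative to DMSO above a set limit, near the screen mean plus 3 SD, cut at about 150% in these data; inconclusive = Fewer than 70 cells measured for a yeast strain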;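 note: ratio of well median GFP fluorescence to mean of DMSO wells on the plate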
AGP1 TOR yeast: yeast TOR pathway AGP1-GFP modulation; hit rate 0.02% among 320,000; AID 2066; S. cerevisiae AGP1-GFP multiplex flow cytometry, 3 h; GFP as percent of DMSO wells; GFP response vs DMSO, % at 10 µM;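 active = GFP response relative to DMSO above a set limit, near screen average plus 3 SD, cut at about 150% in these data; inconclusive = fewer than 70 cells counted for the yeast strain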;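 note: median GFP channel fluorescence of the gated AGP1 strain per well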
MCL1-BIM inh: disrupts human MCL1 binding to BIM-BH3 peptide | AID 2057 | Q07820 | inhibition, % at 10.9 µM | GST-MCL1 / FITC-Bim-BH3 fluorescence polarization | hit rate 0.68% among 320,000;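 active = inhibition above the mean inhibition of all tested compounds plus 3 SD, set per campaign, cut at about 40% in these data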;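 note: 0% = DMSO wells and 100% = unlabeled Bim-BH3 peptide control; higher means more loss of mP so more displacement of Bim peptide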
Target sequence (Q07820 whole entry, looked up): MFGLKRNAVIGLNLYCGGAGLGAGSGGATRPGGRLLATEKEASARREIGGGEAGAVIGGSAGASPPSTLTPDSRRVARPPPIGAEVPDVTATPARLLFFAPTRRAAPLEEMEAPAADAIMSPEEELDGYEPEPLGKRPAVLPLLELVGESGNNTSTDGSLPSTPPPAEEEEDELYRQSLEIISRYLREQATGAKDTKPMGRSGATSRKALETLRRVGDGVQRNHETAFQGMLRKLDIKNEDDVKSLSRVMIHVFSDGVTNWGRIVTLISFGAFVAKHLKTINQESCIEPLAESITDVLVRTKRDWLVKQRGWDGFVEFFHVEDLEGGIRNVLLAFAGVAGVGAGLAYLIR
Active calls of the source: *; u = inconclusive; x = no result given.

SMILES	GRK2 inh	GLD-1 RNA inh	BCLXL inh	VLA-4 inh	CR mimetic SO	MEX-5 binding	CIT2 TOR yeast	AGP1 TOR yeast	MCL1-BIM inh
CCOc1ccccc1C1C(C(=O)Nc2ccccc2OC)=C(C)Nc2nc(CCCO)nn21 (centres undefined)	2	3	3	-2	93	-0.2	106	112	-6
CC(C)(C)OC(=O)N[C@@H](Cc1ccccc1)[C@H](O)c1ccco1	0	-2	5	13	95	-1.4	71	86	7
Cc1c(C)c2ccc(OCC(=O)Nc3cccnc3)c(C)c2oc1=O	9	1	2	8	91	0.7	105	94	-9
CC(C(=O)NCc1ccc2c(c1)OCO2)c1ccc([N+](=O)[O-])cc1 (centres undefined)	0	3	5	-2	110	0.5	103	97	10
O=C(COc1ccc(S(=O)(=O)NC2CCCC2)cc1)NCC1CCCO1 (centres undefined)	3	-7	5	-1	105	-0.1	87	101	-1
COc1cc(OC)cc(-c2c(C#Cc3ccsc3)c3cc(-c4ccc(OC)cc4F)ccc3n2C)c1	0	-36	x	5	97	x	77	93	x
CCOc1ncccc1C(=O)OCc1ccc(C#N)cc1	0	0	-2	5	108	1.2	90	98	-6
CCCc1cc(=O)oc2cc(OCc3cccc(OC)c3)c(Cl)cc12	0	-1	0	14	105	0.7	101	95	-9
Cc1cc(S(=O)(=O)Nc2ccc(C(=O)NCCCN3CCOCC3)cc2)ccc1F	0	2	3	9	93	2.1	97	103	-3
CCOC(=O)N=S(N)(=O)c1ccc(Cl)cc1 (centres undefined)	4	6	3	9	102	-1.5	100	98	-7
NC(=O)COC(=O)c1ccc(S(=O)(=O)N2CCCCCC2)cc1	1	1	2	-6	91	-0.4	93	97	2
O=C(CNC(=O)C1(c2ccccc2)CC1)Nc1ccc(F)c(F)c1	0	4	-3	3	94	-0.6	99	103	-14
COc1ccc(CNC(=O)Nc2cccc(C)c2)cc1	1	3	-3	3	88	-0.5	88	104	-11
CC1(C)Cc2nc3oc4c(=O)n(CC(=O)Nc5ccc(Cl)cc5)cnc4c3cc2CO1	0	5	-1	4	116	2.4	94	104	-2
CN(C)c1nc(-c2ccccc2)ns1	2	2	-5	-2	102	3.1	102	102	-2
COc1cccc(CC2(CO)CCCN(Cc3ccc(C)s3)C2)c1 (centres undefined)	0	-3	2	9	90	3.2	103	106	16
COc1ccc(NC(=S)NC(=O)c2ccc3c(c2)OCCO3)cc1	8	6	x	12	93	x	103	101	x
COc1ccc(OC)c(/C=N/NC2=NS(=O)(=O)c3ccccc32)c1	0	-6	-19	-2	86	-0.3	104	102	-7
COc1cc(OC)cc(C(=O)NNC(=O)c2ccc(S(=O)(=O)N(C)c3ccccc3OC)cc2)c1	3	-1	2	3	102	3.2	89	99	8
O=C(c1ccco1)N1C(=O)c2cccc3cccc1c23	4	0	8	-4	102	x	100	94	9
CCOc1ccc(OCC)c(NC(=O)CCCN2C(=S)NC(C)(C)CC2C)c1 (centres undefined)	4	-3	7	4	98	-0.3	108	101	16
CCOc1ccccc1OCCC(=O)OCC(=O)c1ccc[nH]1	0	0	2	9	100	0.5	88	94	-5
CC1(OC(=O)CCc2ccccc2)C(=O)C=C2C=C(c3ccc(C#N)cc3)N(Cc3ccco3)C=C2C1=O (centres undefined)	1	8	11	-11	94	-0.8	82	90	10
O=C1N/C(=C/c2cccn2-c2ccc(F)cc2)C(=O)N1Cc1ccccc1	0	-3	-4	-12	105	-0.2	99	102	-5
Cc1ccc(NC(=O)CSc2nnc(-c3cccs3)n2Cc2ccco2)cc1	3	1	-4	1	118	-0.2	105	104	-2
CN(CC(=O)Nc1ccccc1C(F)(F)F)C(=O)CN1C(=O)C2CCCCC2C1=O (centres undefined)	1	3	0	-4	123	-1.8	95	104	-4
CCCOc1ccc(NC(=O)C2OC3OC(C)(C)OC3C3OC(C)(C)OC23)cc1 (centres undefined)	3	0	3	48	80	-2.6	99	103	6
Cc1nc(-c2ccc(Cl)cc2)sc1C1(C)CC(c2cccc(Cl)c2)=NO1 (centres undefined)	0	5	4	45	103	-3.9	69	80	0
N#Cc1cc2c(nc1SCc1ccccc1)CCCC2=O	1	-1	6	5	110	-4.8	106	99	4
Cc1cccc(C2c3[nH]c4ccccc4c3CCN2C(=O)c2cn(C)c3ccccc3c2=O)n1 (centres undefined)	1	0	3	7	121	-7.3	92	101	-4
COc1ccccc1CNC(=O)C(c1ccccc1)c1ccccc1	2	-1	5	6	104	-0.6	99	93	1
CN(C(=O)C1CCCO1)c1nnc(-c2ccncc2)s1 (centres undefined)	0	-2	6	-1	96	0.3	107	90	4
N#Cc1c(-c2ccccc2)nc(SCC(=O)NC2CCCCC2)[nH]c1=O	1	1	5	1	112	1.2	112	120	6
O=C(CN1C(=O)c2ccccc2C1=O)NCCOc1ccccc1	1	4	1	17	100	x	94	102	2
COc1ccc(Nc2cnn(-c3nc4ccccc4s3)c(=O)c2Cl)cc1	0	3	1	22	86	1.5	69	18	3
Cc1ccccc1OCCC(=O)Nc1ccc(Cl)cc1F	0	-2	0	15	99	3.2	89	87	7
CCc1nn(C(CC)C(=O)NCc2cccc(OC)c2OC)c(=O)c2cc3occc3n12 (centres undefined)	2	-7	2	3	94	1.6	102	100	0
Cc1cc(C)c(NS(=O)(=O)c2ccc3c(c2)NC(=O)CCS3)c(C)c1	0	1	3	6	101	3.5	98	96	2
O=C(Nc1ccccc1C(F)(F)F)c1cc(-c2cccc(O)c2)on1	0	-6	2	-9	99	0.1	105	102	-4
COc1ccc(-c2nc(-c3ccc4c(c3)OCO4)[nH]c2-c2ccc(OC)cc2)cc1	0	7	7	10	95	-1.5	106	100	2
Cc1c(NC(=O)Nc2ccccc2C(F)(F)F)c(=O)n(-c2ccccc2)n1C	0	1	1	17	110	-1.4	98	98	4
COCCNC(=O)/C(C#N)=C\c1ccc(CNS(=O)(=O)c2ccc(C)cc2)o1	0	2	-1	-4	97	0.1	108	113	-6
CCOc1ccc2nc(C(=O)N3CCCC(C)C3)sc2c1 (centres undefined)	0	7	5	x	97	-0.8	94	97	10
Cc1c(C(=O)Nc2ccc3c(c2)CCC3)cccc1[N+](=O)[O-]	2	-5	6	-1	89	0.4	101	107	4
COc1ccc(N2CCN(C(=O)c3ccc(CS(=O)(=O)c4ccc(OC)cc4)o3)CC2)cc1	0	11	6	-6	91	0.3	102	105	6
COc1ccc(CC(=O)N2N=C(c3ccncc3)CC2(O)C(F)(F)F)cc1 (centres undefined)	0	3	3	6	93	0.2	100	99	14
O=C(CSc1nnnn1-c1ccc(O)cc1)NC1CCCCC1	0	8	3	2	90	-1.1	108	104	4
CC(C)Cn1c2c(c(O)c(C(=O)Nc3nc4ccccc4s3)c1=O)CCCC2	0	0	-3	-4	104	-1.6	x	x	11
CC(c1n[nH]c(=S)n1-c1ccc(Cl)cc1)N(C)C (centres undefined)	0	4	-5	0	108	2.7	100	97	-12
Cc1cc(N2C(=O)c3ccc(C(=O)Nc4ccc(O)cc4C(=O)O)cc3C2=O)no1	9	-1	9	14	79	-2.7	89	95	9
Cc1cc(C)c2nc(N(CCCN(C)C)C(=O)c3ccc(S(=O)(=O)N4CC(C)OC(C)C4)cc3)sc2c1 (centres undefined)	0	6	6	3	101	1.8	90	101	1
CCCCNC(=O)N(C)c1nc2ccccc2s1	2	3	7	8	81	0.8	90	94	-2
CC(C)CCNC(=O)C(C)N(Cc1ccc(F)cc1)C(=O)c1ccc(CN2CCCCC2)o1 (centres undefined)	2	2	3	12	87	3.0	105	102	6
O=C(Oc1coc(CSc2ncccn2)cc1=O)c1ccco1	0	2	2	1	95	-2.2	94	91	4
CCOCCn1c(=O)c2c(nc3n2CC(C)CN3CCc2ccccc2)n(C)c1=O (centres undefined)	0	13	-3	4	108	0.1	98	104	1
CCOC(=O)N1CCN(CC(=O)Nc2c(C(=O)OC)[nH]c3cc(C)ccc23)CC1	0	3	7	32	90	-0.5	x	100	2
c1ccc(-c2cc3c(N4CCN(c5ccccc5)CC4)ncnc3s2)cc1	2	-2	3	22	98	-2.9	107	99	5
CN(CCCNC(=O)C1CCC(CNS(=O)(=O)c2ccccc2)CC1)Cc1ccccc1 (centres undefined)	0	-3	4	-6	92	-1.3	110	107	6
CCc1nc2ccccc2n1CC(=O)NC1CCS(=O)(=O)C1 (centres undefined)	0	0	x	1	95	x	96	104	x
Cc1ccccc1C(=O)NC(=S)Nc1sc2c(c1C#N)CCC(C)C2 (centres undefined)	0	3	-3	-27	108	-0.1	86	92	2

3 entries out of the list above, arranged by the value under CIT2 TOR yeast, largest number first.
mol | GRK2 inh | GLD-1 RNA inh | BCLXL inh | VLA-4 inh | MEX-5 binding | CIT2 TOR yeast | AGP1 TOR yeast | MCL1-BIM inh
O=C(CSc1nnnn1-c1ccc(O)cc1)NC1CCCCC1 | 0 | 8 | 3 | 2 | -1.1 | 108 | 104 | 4
c1ccc(-c2cc3c(N4CCN(c5ccccc5)CC4)ncnc3s2)cc1 | 2 | -2 | 3 | 22 | -2.9 | 107 | 99 | 5
O=C(Oc1coc(CSc2ncccn2)cc1=O)c1ccco1 | 0 | 2 | 2 | 1 | -2.2 | 94 | 91 | 4

Next records
SMILES	GRK2 inh	GLD-1 RNA inh	BCLXL inh	VLA-4 inh	CR mimetic SO	MEX-5 binding	CIT2 TOR yeast	AGP1 TOR yeast	MCL1-BIM inh
COc1ccc(CC(=O)OC(C)CN2CCCC2)cc1 (centres undefined)	3	3	3	0	106	0.4	111	112	5
N#Cc1cc(NC(=O)c2ccc(F)cc2)c(=O)n2c1[nH]c1ccccc12	4	-13	-3	-29	99	u	102	106	-7
Cc1ccc(S(=O)(=O)N2CCCC2C(=O)OCc2nc3sc(C)c(C)c3c(=O)[nH]2)cc1 (centres undefined)	2	5	-3	10	91	2.9	97	101	-5
COc1ccc(N2C(=O)c3ccccc3NC23C(=O)N(C)c2ccccc23)cc1 (centres undefined)	2	1	2	7	83	-2.1	83	95	-1
CSc1ccc(S(=O)(=O)NC2CCCCC2)cc1	0	-3	3	5	109	0.1	87	98	6
Cc1cc(C)n2nc(S(=O)(=O)N(C)Cc3ccccc3)nc2n1	0	3	-1	-17	88	1.3	108	98	-3
COC(=O)c1c(C)oc(C)c1S(=O)(=O)NCc1ccc(Cl)cc1	3	2	4	-5	98	-0.9	74	105	11
O=S(=O)(c1ccc(Br)cc1)c1nc(-c2ccccc2)oc1NCCN1CCOCC1	2	7	-2	0	119	-0.2	95	97	1
O=C(Cn1cnc2ccccc21)c1ccccc1	1	x	x	7	102	3.4	104	98	x
C/C=C/c1ccc(OCCOc2ccc(C=O)cc2OC)c(OC)c1	3	-5	2	-2	101	1.2	93	98	-6
CCN(CC)CCC(c1ccc2c(c1)OCO2)c1c(OC)cc(OC)c2c(-c3ccccc3)cc(=O)oc12 (centres undefined)	x	1	-3	x	x	0.5	x	x	-9
O=C(CCCC1=NS(=O)(=O)c2ccccc2N1)OCc1ccc(Cl)cc1	0	1	3	-3	107	-2.9	88	91	3
O=C(O)CC(=O)Nc1ccccc1C(=O)O	0	3	4	5	110	1.1	86	93	4
COc1ccc(Nc2nc(C)cc(C)n2)cc1Cl	x	6	2	-1	92	4.0	104	92	5
CC(C)=CCN1CCN(Cc2cccn2-c2ncccn2)CC1CCO (centres undefined)	0	-3	9	5	97	-0.4	90	94	17

Screening results from PubChem.
